# Screens from PubChem BioAssay.
# HKDC1 inh: inhibitors of human hexokinase HKDC1 | hit rate 0.16% among 340,000 | inhibition, % at 20 µM | AID 493160 | recombinant HKDC1, G6PDH/diaphorase resazurin coupled fluorescence | Q2TB90;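 active = inhibition above about 35% when tested at 20 µM, limit read from the data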;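 also: plate controls were DMSO wells with enzyme for no effect and DMSO wells lacking enzyme for full effect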
# Target sequence (Q2TB90 whole entry, looked up): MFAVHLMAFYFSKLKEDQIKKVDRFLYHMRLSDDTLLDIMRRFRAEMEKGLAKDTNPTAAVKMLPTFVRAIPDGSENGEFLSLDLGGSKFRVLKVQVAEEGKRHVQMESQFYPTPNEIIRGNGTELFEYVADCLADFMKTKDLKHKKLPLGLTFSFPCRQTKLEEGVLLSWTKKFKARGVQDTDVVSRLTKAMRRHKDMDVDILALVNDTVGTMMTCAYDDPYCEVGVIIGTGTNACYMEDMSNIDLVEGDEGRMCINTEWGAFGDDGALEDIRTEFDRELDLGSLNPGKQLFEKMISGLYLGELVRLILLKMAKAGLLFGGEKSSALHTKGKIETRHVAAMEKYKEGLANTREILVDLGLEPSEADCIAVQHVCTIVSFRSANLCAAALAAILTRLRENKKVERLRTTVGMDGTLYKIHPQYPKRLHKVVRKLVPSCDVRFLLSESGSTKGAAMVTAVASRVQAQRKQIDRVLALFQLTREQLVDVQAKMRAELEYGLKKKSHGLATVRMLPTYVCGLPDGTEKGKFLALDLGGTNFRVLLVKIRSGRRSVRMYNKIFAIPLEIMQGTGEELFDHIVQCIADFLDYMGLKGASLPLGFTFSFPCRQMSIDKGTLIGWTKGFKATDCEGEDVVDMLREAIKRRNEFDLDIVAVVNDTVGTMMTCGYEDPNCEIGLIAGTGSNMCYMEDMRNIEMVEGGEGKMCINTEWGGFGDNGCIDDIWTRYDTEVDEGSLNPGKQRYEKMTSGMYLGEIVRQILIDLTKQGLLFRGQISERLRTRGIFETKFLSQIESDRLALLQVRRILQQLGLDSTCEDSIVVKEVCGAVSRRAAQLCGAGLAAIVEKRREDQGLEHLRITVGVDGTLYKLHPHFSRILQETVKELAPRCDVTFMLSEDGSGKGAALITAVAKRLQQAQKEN
#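 test system = in-house recombinant HK5 (HKDC1) enzyme | amount = HKDC1 at 5 µg/mL | control set = DMSO-enzyme wells negative, buffer-substituted wells positive | compound = one dose of 20 µM, 1% DMSO | schedule = reaction time 90 min, room temperature, protected from light | technique = resorufin fluorescence at 613 nm | reagent = glucose with 1 mM ATP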
# SENP8 block-1: inhibitors of human SENP8 protease; AID 2540; hit rate 1.2% among 330,000; purified SENP8, Z-RLRGG-aminoluciferin cleavage, luminescence; inhibition, % at 10 µM; in the data active = inhibition above about 50%
# Apaf-1 inh: blocks human Apaf-1 apoptosome activity | AID 489030 | reconstituted apoptosome caspase-3 activity, DEVD-Rh110 fluorescence | O14727 | inhibition, % at 20 µM | hit rate 0.71% among 330,000; active = inhibition of at least 40% at 20 µM;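 also: plate controls were DMSO wells for no effect and DEVD-CHO caspase inhibitor wells for full effect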
#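 Material: reconstituted apoptosome with Apaf-1, cytochrome c, caspase-9, procaspase-3, dATP; medium: pH 7.5 Hepes buffer with CHAPS, BSA, DTT; also added: cytochrome c and DEVD-Rh110 substrate; timing: 30 min plus 50 min, RT; signal: Rh110 fluorescence intensity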
# PfG6PD inh: PfG6PD (Plasmodium falciparum) enzyme inhibition. hit rate 0.78% among 350,000. AID 504690. PfGluPho enzyme, NADPH resazurin-diaphorase fluorescence. inhibition, % at 20 µM;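 active = inhibition reaching at least a set limit at 20 µM in the primary screen, cut at about 59% in these data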;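 also: 0% = DMSO wells with substrate and 100% = DMSO wells lacking glucose-6-phosphate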
# SENP8 block-2: blocks human SENP8 cleavage of Nedd8 substrate | hit rate 0.64% among 360,000 | recombinant SENP8, Nedd8 substrate fluorescence | inhibition, % at 20 µM | AID 602440 | Q96LD8; in the data active = inhibition mostly above about 40%, no sharp cut-off; inactive = mostly below about 27%
# SENP6 inh: blocks the human protease SENP6. hit rate 1.8% among 330,000. Recombinant SENP6 catalytic domain, aminoluciferin luminescence. AID 2599. inhibition, % at 10 µM. Q9GZR1;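 active = inhibition above about 50% at the single tested dose, limit read from the data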;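 also: plate controls were DMSO wells with enzyme for no effect and DMSO wells lacking enzyme for full effect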
# SENP1 inh: inhibitors of human SENP1 SUMO protease catalytic domain | Q9P0U3 | recombinant SENP1 catalytic domain, CyPet-SUMO1-YPet FRET cleavage | inhibition, % at 10 µM | hit rate 0.21% among 360,000;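 active = inhibition at least 30% at 10 µM, raw YFP signal under a set limit, fluorescence ratio 0.5 to 1.5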;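 also: 0% = enzyme with DMSO and 100% = no enzyme wells; some results filed as inactive read as strong as hits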
#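 Controls: no-enzyme wells low, DMSO-plus-enzyme wells high control. Test system: human recombinant His6-tagged SENP1 catalytic domain enzyme. Reagent: SFCypet-SUMO1-SFYpet FRET protein substrate, 25 nM final. Doses: one dose per compound, 10 µM, 0.5% DMSO. Detection: FRET, CFP and YFP emission. Timing: 50 min reaction at room temperature.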
# SENP7 inh: inhibitors of human SENP7 protease. recombinant SENP7, Z-RLRGG-aminoluciferin luminescence, 40 min. inhibition, % at 5 µM. hit rate 1.5% among 330,000;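 active = inhibition above about 50% at the single test dose, limit read from the data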;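 also: plate controls were DMSO with enzyme for no effect and no enzyme buffer wells for full effect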
# * = called active by the depositor; i = inactive; x = no result given. Rows were taken by chance; about 3.6% have a hit in one of these screens.
SMILES,HKDC1 inh,SENP8 block-1,Apaf-1 inh,PfG6PD inh,SENP8 block-2,SENP6 inh,SENP1 inh,SENP7 inh
Cc1ccc(CC(=O)Nc2ncc([N+](=O)[O-])s2)cc1,0,88*,1,-27,-175,91*,-14,63*
Cc1ccccc1NC(=S)Nc1cccc2cnccc12,13,88*,91*,35,-152,98*,-14,86*
Cn1c(=O)oc2cc(S(=O)(=O)N3CCC(C(=O)NCc4ccccc4)CC3)ccc21,-6,2,-4,-14,5,-4,2,-3
Cc1cccc(NC(=O)c2ccccc2NC(=O)c2ccco2)c1,-6,-1,6,5,-7,-11,0,0
CC(C)Oc1ccc(/C=N/NC(=O)c2nnn(-c3nonc3N)c2CN(C)c2ccccc2)cc1,1,-2,17,16,10,-11,2,-5
O=C(N1CCOCC1)N1CCN(S(=O)(=O)c2ccc(F)cc2)CC1,-5,4,5,-24,1,5,-1,-1
O=c1[nH]c2ccc(NS(=O)(=O)c3ccc(Cl)cc3)cc2[nH]1,0,-3,-4,64*,9,-17,-21,-5
COc1cccc(CNC(=O)CCC2CCCN(C(=O)c3cccc4c(C)c(C)[nH]c34)C2)c1 (stereo not drawn),-1,-10,12,-12,-97,3,-49,-7
O=C(NC1CC1)C(Cc1ccccc1)NS(=O)(=O)c1ccccc1F (stereo not drawn),-5,-4,8,-2,24,-20,1,-4
COC(=O)c1cccc(OCC(O)Cn2cnc3cc(C)c(C)cc32)c1 (stereo not drawn),8,-13,5,18,28,-23,-1,-14
O=C(COC(=O)c1ccc(O)cc1)Nc1cc(S(=O)(=O)N2CCOCC2)ccc1Cl,-3,-6,3,-7,-5,-11,1,-9
CC(NC(=O)COC(=O)CNC(=O)c1ccc(-c2ccccc2)cc1)c1ccccc1 (stereo not drawn),-1,-13,29,6,8,-14,-1,-11
COc1ccccc1NC(=O)NC1(C(=O)N2CCC(O)CC2)CCCCC1,0,1,4,-2,30,2,2,0
Cn1c(=O)c2c(nc(Br)n2CC(=O)c2cccs2)n(C)c1=O,-3,-13,7,0,26,-10,3,19
CCOC(=O)c1c(C)[nH]c(C(=O)OC)c1CCC(=O)OC,-4,-1,-6,8,20,1,3,-5
COc1ccc(NC(=O)C(c2ccccc2)c2ccccc2)c(OC)c1,-2,7,-1,-3,12,-2,0,3
CSCCC(NC(=O)c1ccc(Cl)cc1)C(=O)NC(C)(C)C (stereo not drawn),3,-10,2,-1,28,3,0,-13
COc1ccc(C(=O)NCC23C=CC(O2)C2C(=O)N(Cc4ccccc4)C(=O)C23)cc1 (stereo not drawn),-2,6,-75,6,6,4,2,1
CN=C1S/C(=C\c2cc(C)n(-c3ccccc3F)c2C)C(=O)N1C,14,63*,10,4,-14,42,-5,66*
Cc1ccc2cc3c(NC(=O)c4ccco4)nn(CC(C)C)c3nc2c1,-5,-9,7,1,i,-15,9,0
COc1ccc(NC(C)=O)cc1NC(=O)C1CCN(C(=O)Nc2ccccc2)CC1,4,-2,-2,10,6,-7,-4,-5
Cc1ccc(OCCCC(=O)Nc2cc(Cl)ccc2-n2cncn2)cc1,2,4,7,2,2,-3,-1,-3
O=C(Oc1cccc(N2C(=O)CCC2=O)c1)c1ccccc1,-4,1,3,-12,0,-10,0,-3
Cc1ccc(C(=O)Nc2cccc(-c3ccc(N4CCOCC4)nn3)c2)cc1[N+](=O)[O-],0,50*,24,9,-6,67*,0,63*
COc1cc(/C=N/Nc2nc3ccccc3s2)ccc1OC(=O)c1ccccc1F,-2,-3,17,15,-298,10,-4,6

# Another view of 2 compounds above:
Molecule	HKDC1 inh	SENP8 block-1	Apaf-1 inh	PfG6PD inh	SENP8 block-2	SENP6 inh	SENP1 inh	SENP7 inh
Cc1ccc(CC(=O)Nc2ncc([N+](=O)[O-])s2)cc1	0	88*	1	-27	-175	91*	-14	63*
Cc1ccccc1NC(=S)Nc1cccc2cnccc12	13	88*	91*	35	-152	98*	-14	86*

# Later entries:
SMILES,HKDC1 inh,SENP8 block-1,Apaf-1 inh,PfG6PD inh,SENP8 block-2,SENP6 inh,SENP1 inh,SENP7 inh
COc1ccc2[nH]c3nc(SCC(=O)NNC(=O)c4ccc(OC)c(OC)c4)nnc3c2c1,10,1,12,-5,15,-2,3,5
CC(C)N(C(=O)CSc1nnc(-c2ccc3c(c2)OCO3)n1C)C(C)C,6,8,-4,-5,3,-2,-1,-5
O=C(NNC(=O)C1C2CCC(C2)C1C(=O)O)c1ccc(Br)o1 (stereo not drawn),x,2,0,x,x,-4,x,8
COc1cc2sc(NC(=O)c3ccco3)nc2cc1Cl,-2,18,-3,-9,-295,-31,-1,3
CN(CC(=O)Nc1cccc(S(=O)(=O)N2CCCCC2)c1)Cc1ccc(F)cc1,3,2,21,3,19,-10,1,12
CCCCC(=O)Nc1c2c(nn1-c1cccc(C)c1C)CS(=O)(=O)C2,-2,-5,-2,-16,23,-12,0,-4
COc1cc(Cl)c(C)cc1NC(=O)COC(=O)C1=NN(c2ccccc2)C(=O)CC1,4,12,-2,0,0,2,0,-3
CCc1cccc(NC(=O)Cn2c(=O)n(CCC(=O)NCC3CCCO3)c(=O)c3cc(OC)c(OC)cc32)c1 (stereo not drawn),-5,5,-6,2,-169,-14,0,0
COC(=O)c1nc(C(=O)OC)c(C(=O)OC)nc1C(=O)OC,-8,-10,7,5,25,-11,-1,-18
O=C1C2C3C=CC(CC3)C2C(=O)N1c1ccc(Cl)cc1Cl (stereo not drawn),1,1,-14,-1,7,-19,-1,0
CCN(CC)S(=O)(=O)c1ccc(NC(=O)C2COc3ccccc3O2)cc1 (stereo not drawn),-6,-3,19,-4,11,-27,3,-11
COc1cc(/C=C/C(C)=NNc2ccccc2)ccc1O,-1,x,x,9,-47,x,-38,x
CC(C)CCNC(=O)c1cc2c(s1)-c1ccccc1S(=O)(=O)C2,1,3,-12,-6,-297,-3,-22,0
CCOC(=O)c1c(C2CC2)csc1NC(=O)COC(=O)CCS(=O)(=O)c1ccc(C)cc1,8,-5,19,2,24,-15,2,-7
CS(=O)(=O)N(CC(=O)N1CCOCC1)Cc1ccc(Cl)cc1,-4,-14,3,-9,11,-26,2,-4
O=C(COC(=O)Cc1ccccc1[N+](=O)[O-])NCC1CCCCC1,1,1,-13,0,8,10,0,-1
OC(CNCc1ccccc1F)(c1ccc(F)cc1)c1ccc(F)cc1,-3,-11,4,10,11,-17,3,-11
CCOC(=O)N/N=C/c1ccc(OCCSc2ccc(Cl)cc2)c(OC)c1,9,-7,17,13,9,4,-2,6
COc1ccc(CC(=O)OCC(=O)NCc2ccc(Cl)cc2)cc1,-1,-15,5,2,9,5,4,-11
Cc1n[nH]c(=O)c2c(NC(=O)CSc3nc4ccccc4c(=O)n3-c3ccc(OC(F)F)cc3)oc(C)c12,9,-7,9,-3,-27,-6,-1,8
Cc1cccc(C(=O)NCC(=O)NCCSc2ccc(Br)cc2)c1,-1,3,3,3,3,-1,-1,-2
N=c1c2c(-c3ccccc3)c(-c3ccccc3)n(Cc3ccccc3)c2ncn1CCCn1ccnc1,9,-1,23,5,6,-9,-5,-6
CCOc1cc(/C=C2/NC(=S)NC2=O)ccc1OCc1ccc([N+](=O)[O-])cc1,7,8,-8,-9,-113,-3,2,-3
COCCN(Cc1ccc(F)cc1)C(=O)c1cc2ccccc2oc1=O,-3,1,5,-3,0,15,2,-6
O=C(CSc1ncccn1)c1ccccc1Br,-6,-13,4,45,34,-1,-7,-3

# A draw from above in order of SMILES length, lowest first.
SMILES,HKDC1 inh,SENP8 block-1,Apaf-1 inh,PfG6PD inh,SENP8 block-2,SENP6 inh,SENP1 inh,SENP7 inh
COc1ccc(CC(=O)OCC(=O)NCc2ccc(Cl)cc2)cc1,-1,-15,5,2,9,5,4,-11
CC(C)CCNC(=O)c1cc2c(s1)-c1ccccc1S(=O)(=O)C2,1,3,-12,-6,-297,-3,-22,0
CCCCC(=O)Nc1c2c(nn1-c1cccc(C)c1C)CS(=O)(=O)C2,-2,-5,-2,-16,23,-12,0,-4
CCN(CC)S(=O)(=O)c1ccc(NC(=O)C2COc3ccccc3O2)cc1 (stereo not drawn),-6,-3,19,-4,11,-27,3,-11
CCc1cccc(NC(=O)Cn2c(=O)n(CCC(=O)NCC3CCCO3)c(=O)c3cc(OC)c(OC)cc32)c1 (stereo not drawn),-5,5,-6,2,-169,-14,0,0

# The main list resumes, starting 2 compounds before the break.
SMILES,HKDC1 inh,SENP8 block-1,Apaf-1 inh,PfG6PD inh,SENP8 block-2,SENP6 inh,SENP1 inh,SENP7 inh
COCCN(Cc1ccc(F)cc1)C(=O)c1cc2ccccc2oc1=O,-3,1,5,-3,0,15,2,-6
O=C(CSc1ncccn1)c1ccccc1Br,-6,-13,4,45,34,-1,-7,-3
CCCCN(CC)CCNc1c(N2CCN(C(=O)OCC)CC2)c(=O)c1=O,-2,-7,-5,-18,15,-4,2,-4
CC(C1CC1)N(Cc1ccccc1)C(=O)NC(=O)c1ccccc1 (stereo not drawn),-6,0,-20,-7,5,-24,2,3
COc1ccc(N/N=C2/CCCCC2=O)cc1,-8,-10,-11,19,7,-6,4,-6
O=C(CSc1nc2[nH]ncc2c(=O)n1-c1ccccc1Br)NCc1ccccc1Cl,0,-5,5,-9,4,-11,1,-2
O=C(NCCN1C(=O)S/C(=C/c2ccccc2)C1=O)C1CC(=O)N(Cc2ccccc2)C1 (stereo not drawn),7,-2,-14,1,22,-3,0,3
CCNC(=S)N1CCC(Cc2ccccc2)CC1,-4,5,4,10,2,13,2,1
COc1ccc(CNC(=O)c2cc3c(C)nc4ccccc4c3o2)c(OC)c1,-1,1,0,2,-2,14,-4,-3
CCCN1C/C(=C/c2cccc([N+](=O)[O-])c2)C(=O)/C(=C/c2cccc([N+](=O)[O-])c2)C1,17,x,x,3,22,x,2,x
O=P(O)(COc1ccccc1)COc1ccccc1,-9,0,6,-10,20,4,5,15
O=C(CC(c1ccccc1)c1ccccc1)NCC1CCCO1 (stereo not drawn),-2,-5,11,-12,14,-6,0,-11
C=CCN(CC=C)c1ncnc2[nH]ncc12,-6,x,x,-7,1,x,0,x
CS(=O)(=O)N(CC(=O)N1CCN(Cc2ccc3c(c2)OCO3)CC1)C1CCCCC1,-1,6,-10,-8,-18,7,0,3

# SENP8 block-1, what is marked active above.
SMILES | HKDC1 inh | SENP8 block-1 | PfG6PD inh | SENP6 inh | SENP1 inh | SENP7 inh
Cc1ccc(CC(=O)Nc2ncc([N+](=O)[O-])s2)cc1 | 0 | 88* | -27 | 91* | -14 | 63*
Cc1ccccc1NC(=S)Nc1cccc2cnccc12 | 13 | 88* | 35 | 98* | -14 | 86*
CN=C1S/C(=C\c2cc(C)n(-c3ccccc3F)c2C)C(=O)N1C | 14 | 63* | 4 | 42 | -5 | 66*
Cc1ccc(C(=O)Nc2cccc(-c3ccc(N4CCOCC4)nn3)c2)cc1[N+](=O)[O-] | 0 | 50* | 9 | 67* | 0 | 63*
